Screens (PubChem)
H9c2 protect: modulators protecting cardiomyocytes from myocardial damage | H9c2 cardiomyocytes, H2O2 injury protection, ATPLite, 2 h | protection from H2O2 cell death, % at 20 µM | hit rate 0.63% among 360,000;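 active = compounds giving at least 50% protection of heart cells from peroxide-induced death in the single-dose screen, raw or plate-pattern-corrected value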;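 also: 0% = DMSO wells with peroxide and 100% = DMSO wells without peroxide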
HTR2A ag: mouse HTR2A agonism via beta-arrestin recruitment. activation, % at 7.6 µM. hit rate 0.66% among 360,000. P35363. CHO-K1 mHTR2A beta-arrestin complementation, luminescence; percent of 30 µM serotonin response. AID 624169;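 active = activation above a run cutoff, the mean activation of all tested compounds plus 3 SD, cut at about 14% in these data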;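 also: 0% = plate median of compound wells and 100% = 30 µM serotonin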
Target sequence (P35363 whole entry, looked up): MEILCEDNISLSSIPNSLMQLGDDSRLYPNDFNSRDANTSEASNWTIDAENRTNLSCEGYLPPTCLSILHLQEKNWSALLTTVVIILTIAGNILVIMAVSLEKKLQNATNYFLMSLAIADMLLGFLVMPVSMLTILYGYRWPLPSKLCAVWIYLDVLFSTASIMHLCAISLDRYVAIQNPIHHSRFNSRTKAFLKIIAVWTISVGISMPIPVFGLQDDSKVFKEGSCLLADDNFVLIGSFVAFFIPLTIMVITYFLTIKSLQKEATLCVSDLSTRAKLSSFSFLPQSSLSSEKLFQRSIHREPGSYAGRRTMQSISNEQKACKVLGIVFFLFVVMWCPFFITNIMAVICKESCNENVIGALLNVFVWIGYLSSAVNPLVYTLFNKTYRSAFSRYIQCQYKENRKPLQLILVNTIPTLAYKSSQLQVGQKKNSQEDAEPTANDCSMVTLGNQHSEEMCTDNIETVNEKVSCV
aDG glyco act: alpha-DG glycosylation activation. AID 624168. activation, % at 10 µM. Pro5-aDG cells, alpha-DG glycosylation AlphaScreen (IIH6); 0% Pro5, 100% B10-LARGE cell signal. hit rate 0.22% among 360,000;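 active = activation of at least 8% versus controls, or a plate z-score of at least 8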;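 also: Pro5 are CHO cells carrying HIG-tagged alpha-DG that lacks glycosylation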
MC4R ag barr: agonists of human melanocortin 4 receptor (MC4R) beta-arrestin. U2OS MC4R beta-arrestin complementation, luminescence; percent of melanotan II response, DMSO zero. activation, % at 8.9 µM. hit rate 0.98% among 360,000. P32245;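 active = activation above a per-plate cutoff, the mean activation of sample wells on that plate plus 3 SD, cut at about 8% in these data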
N-glyco inh: blocks N-linked glycosylation in D54 reporter cells; hit rate 0.23% among 360,000; D54 ERlucT glycosylation luciferase reporter, 24 h; percent of 100 nM tunicamycin response; reporter increase, % at 12.5 µM;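 active = mean luciferase reporter signal, scaled so untreated is 0 and the glycosylation-blocking control 100, at or above a set limit in every replicate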;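 also: luciferase carries N-glycosylation sites so blocking glycosylation raises the light; 0% = median of neutral control wells and 100% = median of 100 nM tunicamycin wells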
ABCB6 inh MLPCN: human ABCB6 transporter inhibition; AID 602162; K562-ABCB6 porphyrin accumulation, flow cytometry, 1 h; stronger effect = lower value; fluorescence ratio to DMSO, % at 10 µM; hit rate 0.19% among 360,000;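 active = fluorescence ratio to DMSO below 75%, the collection mean minus 3 SD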;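 also: signal is porphyrin accumulated inside mitochondria; 100% equals median channel fluorescence of DMSO control wells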
CaV13 ICDI inh: Primary screen for inhibitors of IQ motif and Ca2+-dependent inactivation inhibitor domain binding in CACNA1D, Förster resonance energy transfer in living cells, …. HEK cells, CFP/YFP FRET ICDI-IQ, plate reader, 10 min; percent FRET-ratio fall versus neutral wells. inhibition, % at 12.3 µM. hit rate 0.098% among 340,000. AID 743397;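 active = mean replicate inhibition of at least 30% and at least 1% of replicates passing that level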;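 also: 0% = median of the neutral control wells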
MC4R antagonist: antagonists of human melanocortin 4 receptor (MC4R); MC4R-expressing cells, MTII-stimulated cAMP, LANCE TR-FRET; P32245; inhibition, % at 6.5 µM; hit rate 0.48% among 360,000; AID 540295;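 active = inhibition above its plate's cutoff, the mean of tested wells on that plate plus 3 SD, cut at about 29% in these data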;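 also: 0% = Melanotan II alone and 100% = Melanotan II plus saturating MCL0020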
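Material – human MC4R-expressing U2OS cells · Repeats – no replicates · Detection – TR-FRET with Eu-cAMP and labeled anti-cAMP, 671 nm · Times – compound 30 min, challenge 1 h, detection 1 h · Compound – single nominal compound dose of 6.5 µM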
Vif inh: inhibitors of HIV Vif; inhibition, % at 7.49 µM; AID 602346; HEK293T cells, Vif self-association by quenched fluorescence, imaging, 24 h; hit rate 0.35% among 340,000; in the data active = inhibition above about 50%, passing the limit was not always enough; also: some results filed as inactive read as strong as hits
PDI inh: PDI (human) enzyme inhibition; P07237; PDI insulin aggregation turbidity, A650, 90 min; inhibition, % at 10 µM; hit rate 0.052% among 350,000;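 active = mean inhibition across replicates of 30% or more, whatever share of single replicates reach that level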;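 also: absorbance from insulin aggregation driven by PDI reduction with DTT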
Target sequence (P07237 whole entry, looked up): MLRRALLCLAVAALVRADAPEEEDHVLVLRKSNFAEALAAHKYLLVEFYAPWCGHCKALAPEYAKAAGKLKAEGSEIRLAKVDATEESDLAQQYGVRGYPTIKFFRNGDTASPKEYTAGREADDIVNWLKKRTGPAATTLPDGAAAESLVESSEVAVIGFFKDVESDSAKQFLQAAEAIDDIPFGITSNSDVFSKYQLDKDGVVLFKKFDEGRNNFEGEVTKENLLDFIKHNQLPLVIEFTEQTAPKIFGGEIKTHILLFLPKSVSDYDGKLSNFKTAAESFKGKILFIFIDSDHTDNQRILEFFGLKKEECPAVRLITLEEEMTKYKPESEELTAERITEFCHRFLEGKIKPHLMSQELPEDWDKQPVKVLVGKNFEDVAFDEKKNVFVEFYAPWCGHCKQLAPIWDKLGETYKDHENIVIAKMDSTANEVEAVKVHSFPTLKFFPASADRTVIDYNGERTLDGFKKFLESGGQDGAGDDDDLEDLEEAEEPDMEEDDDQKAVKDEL
* = called active by the depositor.

O=C(CNS(=O)(=O)c1ccccc1)NCc1ccco1 was read as H9c2 protect 0, HTR2A ag -1, aDG glyco act 0.0, MC4R ag barr -0.4, N-glyco inh 0, ABCB6 inh MLPCN 163, CaV13 ICDI inh -7, MC4R antagonist 3, Vif inh 17 and PDI inh 0.
Screening Cc1ccc(-n2cc(CN3CCN(Cc4nccn4C)CC3)c(-c3cccc(C)c3)n2)cc1 returned H9c2 protect 1, HTR2A ag -1, aDG glyco act 1.1, MC4R ag barr 0.3, N-glyco inh -2, ABCB6 inh MLPCN 98, CaV13 ICDI inh 3, MC4R antagonist 7, Vif inh -6 and PDI inh -6.
Screening COC(=O)c1cn(C(=O)c2cccc(Br)c2)c2ccccc12 returned H9c2 protect 1, HTR2A ag 6, aDG glyco act -0.1, MC4R ag barr -0.3, N-glyco inh 2, ABCB6 inh MLPCN 94, CaV13 ICDI inh -21, MC4R antagonist 5, Vif inh -3 and PDI inh 15.
Screening COc1ccc(NC(=O)C(C)N2c3cccc4cccc(c34)S2(=O)=O)cc1OC (stereo not drawn) returned H9c2 protect -15, HTR2A ag 5, aDG glyco act 0.8, MC4R ag barr 0.7, N-glyco inh -2, ABCB6 inh MLPCN 98, CaV13 ICDI inh -8, MC4R antagonist 24 and PDI inh -3.
For COc1cc(N2C(=O)NC3CC2(C)Oc2ccccc23)cc(OC)c1OC (stereo not drawn) the results were H9c2 protect 10, HTR2A ag 0, aDG glyco act -0.5, MC4R ag barr -0.2, N-glyco inh -1, ABCB6 inh MLPCN 104, CaV13 ICDI inh -3, MC4R antagonist -2, Vif inh 16 and PDI inh 3.
Screening O=C(CC[C@H]1O[C@@H](n2cnc3c(NC(=O)c4ccccc4)ncnc32)[C@H](O)[C@@H]1O)NCc1ccc(OC(F)(F)F)cc1 returned H9c2 protect 3, HTR2A ag 11, aDG glyco act -0.2, N-glyco inh 3, ABCB6 inh MLPCN 97, CaV13 ICDI inh -7 and Vif inh -1.
O=C(CN1C(=O)NC2(CCCCCC2)C1=O)N1CCN(c2ccc(F)cc2)CC1 was read as H9c2 protect -2, HTR2A ag 2, aDG glyco act -0.1, MC4R ag barr -4.2, N-glyco inh 3, ABCB6 inh MLPCN 97, CaV13 ICDI inh -5, MC4R antagonist 3, Vif inh 21 and PDI inh -3.
`CC(C)C[C@@H](CO)N1CCN(Cc2ccc(Br)cc2)CCC1=O` gave H9c2 protect -11, HTR2A ag 3, aDG glyco act 0.1, MC4R ag barr -2.6, N-glyco inh -3, ABCB6 inh MLPCN 95, CaV13 ICDI inh -3, MC4R antagonist 6, Vif inh -9 and PDI inh 2.
`COc1ccc(-c2ccc(NS(=O)(=O)c3ccc([N+](=O)[O-])cc3)cc2)nn1` gave H9c2 protect 2, HTR2A ag 1, aDG glyco act -0.2, MC4R ag barr -0.8, N-glyco inh -1, ABCB6 inh MLPCN 99, CaV13 ICDI inh -8, MC4R antagonist 2, Vif inh -2 and PDI inh -19.
For NC(=O)c1ccccc1NC(=O)CSc1cn[nH]n1 the results were H9c2 protect -1, HTR2A ag 5, aDG glyco act -0.1, MC4R ag barr -0.4, N-glyco inh 1, ABCB6 inh MLPCN 96, CaV13 ICDI inh -5, MC4R antagonist 12, Vif inh 16 and PDI inh 4.
Screening Cc1ccc(NS(=O)(=O)c2cccc(C(=O)N/N=C/c3c(C)nn(-c4ccccc4)c3N3CCCC3)c2)c(C)c1 returned H9c2 protect 10, HTR2A ag -4, aDG glyco act 0.5, MC4R ag barr 2.3, N-glyco inh -4, ABCB6 inh MLPCN 96, CaV13 ICDI inh -3, MC4R antagonist 17, Vif inh -1 and PDI inh -2.
For CCN(CC)S(=O)(=O)c1cccc(C(=O)Nc2cc3oc4ccccc4c3cc2OC)c1 the results were H9c2 protect 1, HTR2A ag 2, aDG glyco act 0.0, MC4R ag barr -0.4, N-glyco inh -9, ABCB6 inh MLPCN 98, CaV13 ICDI inh -3, MC4R antagonist 12, Vif inh -4 and PDI inh 0.
For Cc1ccc(NC(=O)Cn2sc3nc(C)cc(C)c3c2=O)c(Cl)c1 the results were H9c2 protect -21, HTR2A ag 11, aDG glyco act 0.2, MC4R ag barr -0.8, N-glyco inh 0, ABCB6 inh MLPCN 89, CaV13 ICDI inh -17, MC4R antagonist -5, Vif inh -1 and PDI inh -14.
For O=C(COc1ccccc1)N1CCN(c2nnc(-c3ccccc3)c3ccccc23)CC1 the results were H9c2 protect 33, HTR2A ag -3, aDG glyco act 0.1, MC4R ag barr -1.5, N-glyco inh -6, ABCB6 inh MLPCN 92, CaV13 ICDI inh -5, MC4R antagonist 3, Vif inh -12 and PDI inh -2.
For CCCn1c(N)c(N(CCOC)C(=O)c2cc(C)cc(C)c2)c(=O)[nH]c1=O the results were H9c2 protect 1, HTR2A ag 5, aDG glyco act 0.1, MC4R ag barr -1.0, N-glyco inh 4, ABCB6 inh MLPCN 101, CaV13 ICDI inh -1, MC4R antagonist -1, Vif inh 11 and PDI inh 4.
`COc1ccc(C(=O)COC(=O)CCNS(=O)(=O)c2ccccc2)c(OC)c1` gave H9c2 protect 2, HTR2A ag 0, aDG glyco act -0.1, MC4R ag barr 1.4, N-glyco inh 0, ABCB6 inh MLPCN 100, CaV13 ICDI inh -3, MC4R antagonist 1, Vif inh 8 and PDI inh -1.
Screening Cn1c(-c2cccc(F)c2)nc2c1c(=O)[nH]c(=O)n2Cc1ccccc1 returned H9c2 protect 0, HTR2A ag -2, aDG glyco act 0.4, MC4R ag barr -1.7, N-glyco inh 2, ABCB6 inh MLPCN 103, CaV13 ICDI inh -5, MC4R antagonist -4, Vif inh 11 and PDI inh -2.
Screening Cc1ccc(NC(=O)CSc2nnc(C3CC3)n2N)cc1S(=O)(=O)N1CCOCC1 returned H9c2 protect 0, HTR2A ag 1, aDG glyco act -0.2, MC4R ag barr -2.6, N-glyco inh 0, ABCB6 inh MLPCN 99, CaV13 ICDI inh -6, MC4R antagonist 6, Vif inh 1 and PDI inh 13.
`CCC1S/C(=N/N=C/c2ccco2)N(Cc2ccccc2)C1=O` (stereo not drawn) gave H9c2 protect -3, HTR2A ag -1, aDG glyco act -0.1, MC4R ag barr -1.2, N-glyco inh -9, ABCB6 inh MLPCN 99, CaV13 ICDI inh -22, MC4R antagonist -3, Vif inh -3 and PDI inh -6.
Screening c1ccc2oc(Cc3ccc(Cc4nc5ccccc5o4)cc3)nc2c1 returned H9c2 protect -18, HTR2A ag -9, aDG glyco act 0.1, MC4R ag barr -1.7, ABCB6 inh MLPCN 93, CaV13 ICDI inh -7, MC4R antagonist 9 and PDI inh 8.

Of the compounds above, 2 contain an aryl thioether with sulfur outside any ring.
For NC(=O)c1ccccc1NC(=O)CSc1cn[nH]n1 the results were H9c2 protect -1, HTR2A ag 5, aDG glyco act -0.1, MC4R ag barr -0.4, N-glyco inh 1, ABCB6 inh MLPCN 96, CaV13 ICDI inh -5, MC4R antagonist 12, Vif inh 16 and PDI inh 4.
Screening Cc1ccc(NC(=O)CSc2nnc(C3CC3)n2N)cc1S(=O)(=O)N1CCOCC1 returned H9c2 protect 0, HTR2A ag 1, aDG glyco act -0.2, MC4R ag barr -2.6, N-glyco inh 0, ABCB6 inh MLPCN 99, CaV13 ICDI inh -6, MC4R antagonist 6, Vif inh 1 and PDI inh 13.

The results go on:
For CCOC(=O)c1c(C)[nH]c(C(=O)COC(=O)COc2ccccc2C)c1C the results were H9c2 protect 4, HTR2A ag -1, aDG glyco act 0.0, MC4R ag barr 0.2, N-glyco inh 1, ABCB6 inh MLPCN 98, CaV13 ICDI inh -7, MC4R antagonist -6, Vif inh -3 and PDI inh -9.
O=C(CN1CCOCC1)N1CCc2ccccc2C(c2ccccc2)C1 (stereo not drawn) was read as H9c2 protect 2, HTR2A ag -1, aDG glyco act 0.0, MC4R ag barr -1.1, N-glyco inh 2, ABCB6 inh MLPCN 112, CaV13 ICDI inh -3, MC4R antagonist 11, Vif inh -8 and PDI inh 7.
CN(C(=O)Cc1noc2ccccc12)c1ccccc1 was read as H9c2 protect -3, HTR2A ag 2, aDG glyco act 0.0, MC4R ag barr 1.0, N-glyco inh -1, ABCB6 inh MLPCN 99, CaV13 ICDI inh -6, MC4R antagonist 5, Vif inh 15 and PDI inh 6.
`O=C(Cc1ccc(Cl)cc1)NNC(=S)NC(=O)c1cccnc1` gave H9c2 protect 17, HTR2A ag 0, aDG glyco act -0.1, MC4R ag barr -2.1, N-glyco inh 3, ABCB6 inh MLPCN 100, CaV13 ICDI inh 16, MC4R antagonist 4, Vif inh -4 and PDI inh 8.
For CCCCCCSc1cc(-c2nc3cnccn3c2NCc2ccccc2)ccc1OC the results were H9c2 protect -5, HTR2A ag 7, aDG glyco act 1.6, MC4R ag barr -0.8, N-glyco inh -3, ABCB6 inh MLPCN 116, MC4R antagonist 7, Vif inh -10 and PDI inh -3.
For Nc1cc(=O)[nH]c(SCC(=O)Nc2ccc(Br)cc2)n1 the results were H9c2 protect 0, HTR2A ag -3, aDG glyco act 0.0, MC4R ag barr -2.0, N-glyco inh 1, ABCB6 inh MLPCN 100, MC4R antagonist 19, Vif inh -1 and PDI inh 0.
COc1ccc(C)c2sc(N(CCN(C)C)C(=O)c3cccc(N4C(=O)CCC4=O)c3)nc12 was read as H9c2 protect 4, HTR2A ag -1, aDG glyco act 0.1, MC4R ag barr -1.5, N-glyco inh 3, ABCB6 inh MLPCN 103, CaV13 ICDI inh -13, MC4R antagonist -4, Vif inh -6 and PDI inh -1.
Screening Cc1c(C(=O)NC2CC(C)(C)NC(C)(C)C2)oc2c(Cl)cccc12 returned H9c2 protect 4, HTR2A ag 5, aDG glyco act 0.4, MC4R ag barr -1.3, N-glyco inh 0, ABCB6 inh MLPCN 100, CaV13 ICDI inh -5, MC4R antagonist -8, Vif inh -18 and PDI inh -3.
O=c1cc(O)c2sc(Nc3cccc(C(F)(F)F)c3)nc2[nH]1 was read as H9c2 protect 5, HTR2A ag 4, aDG glyco act 0.7, MC4R ag barr 1.8, N-glyco inh -3, ABCB6 inh MLPCN 91, CaV13 ICDI inh -5, MC4R antagonist -3, Vif inh -2 and PDI inh -4.
Cc1occc1-c1nnc(SCC(=O)N2CCOCC2)n1CC(C)C was read as H9c2 protect -1, HTR2A ag -4, aDG glyco act -0.2, MC4R ag barr 2.0, N-glyco inh 1, ABCB6 inh MLPCN 94, CaV13 ICDI inh -4, MC4R antagonist 3, Vif inh -4 and PDI inh -2.
For O=C(CCc1ccc(S(=O)(=O)N2CCOCC2)cc1)NN=C1CCCCCCC1 the results were H9c2 protect -3, HTR2A ag 4, aDG glyco act -0.2, MC4R ag barr 0.8, N-glyco inh 1, ABCB6 inh MLPCN 98, CaV13 ICDI inh -6, MC4R antagonist 2, Vif inh 2 and PDI inh -8.
